Compound activity (PubChem)
WT yeast gro inh: growth inhibition of WT yeast, mitochondrial fusion screen; mitochondrial fusion phenotypic screen, WT strain; inhibition, % at 10 µM; 190,000 tested, 2.1% active; in the data active = inhibition above about 58%; tested in S. cerevisiae
T cell modulator: T cell immune modulators affecting CD8 T cell-vesicle binding; 2C CD8+ T cell-vesicle binding, flow cytometry; active compounds read low; calls only at 7 µM; 330,000 tested, 0.068% active;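 active = response, share of CD8 T cells binding vesicles, and their 90th percentile fluorescence all below set limits, cut at about 80% in these data, passing the limit was not always enough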
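Test system: purified 2C TCR transgenic mouse naive CD8+ T cells. Probe or stimulus: QL9-peptide-loaded Drosophila micro-vesicles bearing Ld, ICAM-1 and B7-1. Incubation: binding step 1.5 h, 37 °C, antibody labelling 20 min, ice. Measured by: flow cytometry of vesicle-bound cells.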
Myeloid diff MLP: promotes myeloid progenitor differentiation; ER-HoxA9 myeloid progenitors, lysozyme-GFP differentiation, flow cytometry; calls only at 10 µM; 360,000 tested, 1% active; AID 624256;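 active = normalized GFP-positive differentiation at or above the plate's own cutoff, the solvent-only control mean plus 3 SD; inconclusive = no clear call, values can overlap the other calls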;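 also: cells exposed to compound for four days before flow analysis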
Rac1 GTP hydrolysis: MgcRacGAP GTPase-activating activity inhibitors, confirmation, biochemical, ADP Hunter fluorescence | inhibition, % at 30 µM; hits with a dose series show IC50 in µM | AID 624330 | MgcRacGAP-stimulated Rac1 GTP hydrolysis, ADP Hunter fluorescence; higher % means a stronger effect; GST-tagged Rac1 F28L mutant substrate | 340,000 tested, 0.6% active;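 active = first-screen hits whose inhibition reached a set limit at any dose in the follow-up dose series; inconclusive = inhibition above the set first-screen limit but never retested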;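 also: fluorescence reports GDP produced by GAP-driven GTP hydrolysis; strong numbers were not always called active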
West Nile antiviral: inhibition of WNV-induced cytopathic effect – cell-based, CPE readout (AID 1621). one-dose CPE inhibition, % at 10 µM; IC50 in µM for titrated hits. West Nile virus-infected cells, CPE inhibition; higher % means a stronger effect. 290,000 tested, 0.02% active; in the data active = a potency from the dose series; inconclusive = CPE inhibition mostly from about 3.7% at the one dose, without a potency; inactive = the rest, 99 in 100 with CPE inhibition below about 2.2%; also: strong numbers were not always called active
Large T inhibition: TAg ATPase/helicase activity blockers – biochemical (AID 1903); 310,000 tested, 0.39% active; one-dose inhibition, % at 20 µM; IC50 in µM for titrated hits; SV40 large T antigen ATPase/helicase inhibition assay; higher % means a stronger effect; in the data active = a potency from the dose series; inconclusive = inhibition mostly from about 32% at the one dose, without a potency; inactive = the rest, 99 in 100 with inhibition below about 32%; also: strong numbers were not always called active
bCat nuc transl: modulators of beta-catenin nuclear translocation; HeLa beta-catenin nuclear translocation, immunofluorescence imaging; nuclear translocation activity, % at 5 µM; 190,000 tested, 0.3% active; AID 1665;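 active = nuclear translocation activity above 50% at 5 µM, with a well cell count of 50 or more; inconclusive = wells under 50 cells across six images, flagged as toxic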;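 also: per-cell ratio of nuclear to cytoplasmic median beta-catenin stain intensity; plate controls were DMSO negative control for no effect and GSK-3 inhibitor IX positive control for full effect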
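Test system: human HeLa cells, native beta-catenin. Compound dosing: 5 µM primary single dose, 0.1% DMSO, 0.02–20 µM confirmation series. Incubation: compound exposure 24 h at 37°C. Detection: beta-catenin immunostaining with DAPI counterstain, 20x imaging, 6 fields/well. Read-out basis: Nuclear/cytoplasmic beta-catenin signal ratio, % activation.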
Salmonella PhoP GFP: inhibitors of PhoP regulon expression, primary screen, Salmonella Typhimurium, GFP reporter (AID 1863); S. Typhimurium PhoP-regulated promoter GFP reporter, 4 h; higher % means a stronger effect; inhibition, % at 50 µM, or IC50 in µM where a hit was titrated; 300,000 tested, 0.16% active;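 active = inhibition over 29.93%, a cutoff 3 SD above the screen mean, later confirmed by dose response; inconclusive = inhibition over 29.93% but no dose response follow-up; inactive = inhibition at most 29.93% or unconfirmed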;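 also: 0% = low Mg2+ inducing control and 100% = high Mg2+ repressing control; strong numbers were not always called active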
RSV antiviral HEp-2: RSV antiviral activity via CPE protection, HEp-2 cells, primary 10 µM value included (AID 2391) | 310,000 tested, 0.13% active | CPE inhibition, % at 10 µM, or IC50 in µM where a hit was titrated | HEp-2 cells, RSV-induced CPE inhibition; higher % means a stronger effect; in the data active = a potency from the dose series; inconclusive = CPE inhibition mostly from about 23% at the one dose, without a potency; inactive = the rest, 99 in 100 with CPE inhibition below about 21%; also: strong numbers were not always called active
WT yeast gro inh mutant strain: recorded beside WT yeast gro inh, whose call it bears; inhibition, %; mitochondrial fusion phenotypic screen, mutant strain inhibition
bCat nuc transl cell count 5 µM: also measured in bCat nuc transl; calls as there; cell count; measured here: cell count, cytotoxicity flag
T cell modulator vesicle-bound %: further read-out of T cell modulator, marked with its call; double positive events, %; measured here: CD8+ vesicle-bound cell fraction;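 binding gate set so that unloaded-vesicle control wells show 10% double positive cells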
Myeloid diff MLP GFP+ MAC1+ %: second read-out of Myeloid diff MLP, no call of its own (marks repeat the call); GFP+ MAC1+ double positive, %; measured here: differentiation confirmed by MAC1 staining
Numbers without * were called inactive; i = inactive; u = inconclusive; x = not tested or not shown.

SMILES	WT yeast gro inh	WT yeast gro inh mutant strain	T cell modulator	T cell modulator vesicle-bound %	Myeloid diff MLP	Myeloid diff MLP GFP+ MAC1+ %	Rac1 GTP hydrolysis	West Nile antiviral	Large T inhibition	bCat nuc transl	bCat nuc transl cell count 5 µM	Salmonella PhoP GFP	RSV antiviral HEp-2
COc1ccc(C(=O)CC(SCC(NC(C)=O)C(=O)O)c2ccc(Cl)cc2)cc1OC (stereo unspecified)	x	x	i	42	i	0.4	7%	0.8%	21%	x	x	-7%	3.8%
C=CCNC(=O)/C(C#N)=C/c1c(N(Cc2ccccc2)Cc2ccccc2)nc2ccccn2c1=O	20	12	i	6	i	1.4	2%	u	16%	1.5	1047	-1%	u
O=C(O)C1OC(Oc2c(-c3ccc(O)c(O)c3)oc3cc(O)cc(O)c3c2=O)C(O)C(O)C1O (stereo unspecified)	-5	-6	i	40	x	x	x	-0.7%	9.8µM*	x	x	-2%	2.2%
CCOc1ccc(C(=O)c2cc([N+](=O)[O-])ccc2N2CCOCC2)cc1	-4	-10	i	35	u	x	8%	-1.3%	5%	37	201	-5%	4.4%
CCN(CC)CCNC(=O)c1ccc(NC(=O)c2ccc(F)cc2F)cc1	1	-3	i	44	i	0.0	9%	-0.5%	10%	-2.9	1077	-8%	0.2%
O=C(Nc1ccccc1)OCCCCCOC(=O)Nc1ccccc1	x	x	i	44	i	0.4	10%	-1.0%	6%	x	x	-2%	1.7%
CCSc1nc2ccccc2n1S(=O)(=O)c1ccccc1	4	-5	i	21	i	3.1	8%	-0.1%	0%	-1.2	1169	7%	-0.4%
CC(C)(C)C(=O)Nc1cccc(OC(F)(F)C(F)Cl)c1 (stereo unspecified)	11	9	i	18	i	0.2	4%	-0.4%	16%	-2.0	1021	0%	1.5%
CCOC(=O)C1=C(CS(=O)(=O)c2ccc(C)cc2)NC(=O)NC1c1ccc(O)c(OC)c1 (stereo unspecified)	x	x	i	22	i	0.2	-7%	0.3%	10%	0.1	1308	0%	0.3%
CCC1Oc2ccccc2C(=O)N(CC(=O)c2ccc3c(c2)OCCO3)C1=O (stereo unspecified)	x	x	i	9	i	3.3	8%	-0.1%	-2%	x	x	-5%	1.7%
Cc1cccc(C(=O)OCC(=O)NC(=O)Cc2ccccc2)c1O	x	x	i	6	i	1.3	10%	0.0%	6%	x	x	2%	1.6%
COc1cc(NC(=O)C(=O)NCCN(C)C)c(OC)cc1Cl	-10	11	i	33	i	0.1	8%	-0.2%	25%	0.1	1563	1%	1.4%
COc1ccc(OCC(NS(=O)(=O)c2ccc(-n3cnnn3)cc2)C(C)C)cc1 (stereo unspecified)	x	x	i	2	i	2.4	8%	-0.4%	-1%	x	x	5%	3.4%
O=C(CSc1nnc2ccccn12)NNC(=O)c1ccccc1	-6	-13	i	40	i	0.5	4%	0.3%	9%	-3.3	1177	6%	1.8%
CC1(C)CC(=O)C(C=NCCN2CCN(C3CC(=O)N(c4ccc(F)cc4)C3=O)CC2)=C(O)C1 (stereo unspecified)	-5	-6	i	3	i	0.6	1%	0.5%	3%	-0.5	1537	10%	-0.3%
Cc1cccn2c(=O)c3cc(C#N)c(=NC(=O)c4ccco4)n(Cc4ccco4)c3nc12	x	x	i	21	i	1.3	15%	-0.5%	15%	-2.5	1151	-10%	11%
Cc1cccc2c(-c3ccccc3)cc(=O)[nH]c12	18	14	i	30	i	1.5	10%	-0.2%	8%	0.8	888	3%	2.6%
CN(C)S(=O)(=O)c1cccc(NC(=O)CCSc2ccc(Cl)cc2)c1	11	-22	i	39	i	0.6	10%	-1.9%	6%	0.2	1019	10%	3.8%
CC(=O)Nc1ccc(S(=O)(=O)N2CCN(C(=O)c3ncoc3-c3ccccc3C)CC2)cc1	x	x	i	37	i	0.7	9%	-0.4%	3%	x	x	2%	13%
Cc1cc(C)n(Cc2cccc(C(=O)N/N=C/c3ccncc3)c2)n1	x	x	i	50	i	0.6	8%	0.1%	14%	x	x	5%	-0.4%
CN(c1ccccc1)S(=O)(=O)c1ccc(C(=O)Nc2nccs2)cc1	5	3	i	19	i	2.0	-1%	-0.1%	-2%	x	x	10%	1.7%
COC(=O)Nc1ccc(S(=O)(=O)N2CCCCC2C(=O)NCc2ccco2)cc1 (stereo unspecified)	-22	-31	i	14	i	0.7	3%	-1.4%	-5%	x	x	3%	1.8%
O=c1c(Cc2ccc(Cl)cc2Cl)c(O)ccn1CCCN1CCOCC1	-3	-1	i	31	i	0.1	7%	-0.1%	12%	-5.7	1106	-1%	0.5%
CCC1CCCCN1C(=O)COC(=O)CN(C)S(=O)(=O)c1ccc(NC(C)=O)cc1 (stereo unspecified)	x	x	i	46	i	0.9	11%	x	5%	x	x	-1%	0.5%
Cc1cccc(NC(=O)c2ccc(NCCO)c([N+](=O)[O-])c2)n1	x	x	i	28	i	0.4	11%	0.1%	5%	-0.5	1328	x	0.1%
CN(C)c1nc(Oc2ccc(C(=O)OCC(=O)Nc3ccccc3)cc2)nc(N(C)C)n1	-4	-3	i	10	i	1.1	9%	0.5%	-5%	0.2	1111	2%	0.0%
Cc1cc(O)c(/C=N/Nc2ccccc2)c(=O)o1	11	18	i	11	i	1.0	11%	-0.1%	22%	5.4	956	-9%	3.0%
CC(=O)CC(=O)Nc1ccccc1NC(C)=O	-2	14	i	68	i	0.8	4%	-0.2%	3%	x	x	-15%	3.6%
CCn1c(C)cc(O)cc1=O	x	x	i	28	i	0.2	6%	0.1%	-2%	-0.3	1228	x	1.5%
FC(F)(F)c1nnc(-c2ccccc2)nc1Oc1ccc(Cl)cc1Cl	5	10	i	55	i	0.8	7%	x	6%	2.7	1285	-7%	71%
O=C1C=C(c2ccc(OC(F)(F)F)cc2)C[C@@H](c2ccc(F)cc2)C1	x	x	i	54	i	1.2	4%	x	x	x	x	x	7.9%
N=C1/C(=C\c2ccc(SCc3ccco3)o2)C(=O)N=C2SC=NN12	4	1	i	61	i	0.5	26%	1.1%	60µM*	x	x	-54%	1.1%
O=C(c1ccc(-n2cncn2)c([N+](=O)[O-])c1)N1CCN(S(=O)(=O)c2ccccc2Br)CC1	x	x	i	37	i	0.3	4%	x	3%	x	x	-7%	1.1%
COc1ccc(-c2cc3ccccc3nc2N)cc1OC	x	x	i	14	i	0.4	6%	-1.9%	7%	x	x	-3%	0.6%
CCN(CCCNC(=O)c1cc2c(-c3cccc(OC)c3)nn(C)c2s1)Cc1ccccc1	x	x	i	30	u	x	16%	12%	3%	x	x	6%	8.4%
NS(=O)(=O)c1ccc(CNC(=O)c2cc(-c3ccccc3)nc3ccccc23)cc1	x	x	i	58	i	0.9	10%	0.6%	28%	0.9	1333	-11%	0.8%
OC(CNCCC(c1ccccc1)c1ccccc1)COc1ccccc1 (stereo unspecified)	74*	56*	i	24	i	0.8	0%	-1.8%	-1%	-1.9	1031	-1%	8.5%
COC(=O)c1cn(NC(=O)C2CCCO2)c(=O)c2ccccc12 (stereo unspecified)	6	0	i	26	i	1.0	6%	0.1%	0%	4.4	1171	6%	1.9%
Cc1nc(CNS(=O)(=O)c2cc([N+](=O)[O-])ccc2C)cs1	x	x	i	54	i	0.0	1%	0.3%	11%	0.3	1327	-1%	0.7%
COc1cc(/C(C)=N/NC(=O)CSc2nnc(C)s2)ccc1O	x	x	i	57	i	0.6	u	0.1%	24µM*	-1.5	1312	-6%	3.2%
Cn1c2ccccc2c(=O)c2cc(C#Cc3ccccn3)ccc21	x	x	i	8	i	1.6	10%	-0.3%	20%	x	x	-16%	2.0%
CC(=O)N1CCOc2ccc(S(=O)(=O)N3C(C)CCCC3C)cc21 (stereo unspecified)	x	x	i	15	i	1.5	11%	-0.4%	-5%	x	x	1%	0.4%
Cc1nc2ncccn2c1-c1csc(Nc2ccc(O)cc2)n1	6	-6	x	x	i	0.0	14µM*	0.2%	x	12	914	x	x
COc1ccc(OC)c(Nc2nc3ccccc3n3cnnc23)c1	x	x	i	15	i	0.1	-12%	1.5%	6%	-0.7	1374	-13%	1.3%
Cc1ccc2oc(-c3ccc(NC(=O)c4cccnc4)cc3)nc2c1	31	39	i	47	i	0.9	7%	1.2%	9%	-0.2	1085	0%	12%
NC(=O)C1CCN(C(=O)COc2ccc3ccc(=O)oc3c2)CC1	x	x	i	9	i	2.0	-1%	0.4%	x	x	x	x	0.7%
CN(C)c1nc(Oc2ccc(=O)n(C)n2)nc(N2CCOCC2)n1	18	0	i	7	i	3.6	-3%	-0.1%	10%	-1.6	1107	-1%	1.1%
Cc1cc(C(=O)N/N=C/c2ccc3c(c2)OCO3)c(C)n1-c1ccc(F)cc1	20	8	i	24	i	0.5	-1%	1.7%	0%	-1.8	1127	7%	4.9%
CC(C)C[C@H](NC(=O)NCCC1=CCCCC1)C(=O)O	x	x	i	28	i	0.0	6%	0.0%	13%	0.1	1325	-3%	1.8%
COC(=O)c1ccc(Cl)c(NS(=O)(=O)c2ccc3c(c2)OCCO3)c1	22	11	i	15	i	1.9	1%	u	-2%	x	x	-11%	2.3%
Cc1cc(C(F)F)nn1CC(=O)NCc1ccccc1F	12	15	i	37	i	1.1	0%	-0.4%	6%	0.6	1016	1%	1.1%
O=c1[nH]c2ccccc2[n+]([O-])c1-c1ccccc1	-1	-4	i	45	i	0.6	3%	-0.9%	26%	-4.4	1114	-1%	0.3%
Cc1ccc(NS(=O)(=O)c2ccc(NC(=O)C3CCCO3)cc2)cc1 (stereo unspecified)	x	x	i	47	i	1.4	10%	-2.3%	-3%	x	x	10%	8.7%
O=C(CC(C(=O)N1CCc2ccccc21)n1ccnc1)NCc1cccnc1 (stereo unspecified)	-9	2	i	40	i	8.9	14%	0.5%	11%	2.5	1163	-5%	0.5%
